From PubChem
Tau fibril FP – tau fibrillization inhibition (FP); AID 1468; Potency, µM (titrated, usually from 57.7 µM), without a hit: top-dose activity, negative = inhibition, hits mostly inhibitors; P10636; K18 P301L tau heparin fibrillization, Alexa594 FP, 6 h; actives 0.39% (n = 280,000); note: potency is the fitted concentration of half-maximal effect; % is set by controls: 0 for no effect and ±100 for the full control effect; nearly all actives have a fitted effect of over 55% in size
Target sequence (P10636 561-689 P618L limits assumed): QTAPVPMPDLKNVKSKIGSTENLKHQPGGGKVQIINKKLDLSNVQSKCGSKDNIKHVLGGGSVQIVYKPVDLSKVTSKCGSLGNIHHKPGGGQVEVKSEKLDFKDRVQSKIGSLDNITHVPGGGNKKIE
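FP of Alexa 594-tau after heparin (20 uM) induction. Substrate: human K18 P301L, 15 uM unlabeled, 0.24 uM labeled. Buffer 100 mM sodium acetate pH 7. 6 hr, 37 C.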
NPSR antagonist – blocks cAMP signaling of the human neuropeptide S receptor | CHO-NPSR cells, cAMP TR-FRET, antagonist mode | actives 1% (n = 220,000) | Potency, µM (highest dose often 38.3 µM), without a hit: at the top dose activity change, negative = inhibition, most hits filed as inhibitors | AID 1461 | Q6W5P4; note: potency is the fitted concentration of half-maximal effect; % is set by controls: 0 for no effect and ±100 for the full control effect; nearly all actives have a fitted effect of over 50% in size; many of its hits are not listed in these tables
Target sequence (Q6W5P4 whole entry, looked up): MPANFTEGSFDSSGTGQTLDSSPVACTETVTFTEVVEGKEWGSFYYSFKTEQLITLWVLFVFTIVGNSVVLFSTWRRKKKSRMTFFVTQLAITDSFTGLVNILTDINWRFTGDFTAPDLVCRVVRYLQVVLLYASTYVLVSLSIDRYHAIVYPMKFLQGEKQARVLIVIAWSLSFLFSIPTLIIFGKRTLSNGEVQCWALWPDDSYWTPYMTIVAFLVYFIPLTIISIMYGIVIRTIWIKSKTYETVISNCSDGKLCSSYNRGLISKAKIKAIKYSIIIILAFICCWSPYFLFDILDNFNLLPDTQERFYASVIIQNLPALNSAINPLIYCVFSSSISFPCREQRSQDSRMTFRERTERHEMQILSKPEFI
TRb SRC2 PPI – inhibitors of human thyroid hormone receptor beta-SRC2 interaction; Potency, µM (doses to about 106 µM), without a hit: at the top dose activity change, negative = inhibition, hits mostly inhibitors; actives 0.065% (n = 280,000); P10828; AID 1469; TRbeta-SRC2 peptide binding, fluorescence polarization; receptor liganded with 1 µM T3;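 note: potency is the fitted concentration of half-maximal effect; plate controls were bound peptide for no effect and peptide without receptor for full effect; nearly all actives have a fitted effect of over 50% in size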
Target sequence (P10828 whole entry, looked up): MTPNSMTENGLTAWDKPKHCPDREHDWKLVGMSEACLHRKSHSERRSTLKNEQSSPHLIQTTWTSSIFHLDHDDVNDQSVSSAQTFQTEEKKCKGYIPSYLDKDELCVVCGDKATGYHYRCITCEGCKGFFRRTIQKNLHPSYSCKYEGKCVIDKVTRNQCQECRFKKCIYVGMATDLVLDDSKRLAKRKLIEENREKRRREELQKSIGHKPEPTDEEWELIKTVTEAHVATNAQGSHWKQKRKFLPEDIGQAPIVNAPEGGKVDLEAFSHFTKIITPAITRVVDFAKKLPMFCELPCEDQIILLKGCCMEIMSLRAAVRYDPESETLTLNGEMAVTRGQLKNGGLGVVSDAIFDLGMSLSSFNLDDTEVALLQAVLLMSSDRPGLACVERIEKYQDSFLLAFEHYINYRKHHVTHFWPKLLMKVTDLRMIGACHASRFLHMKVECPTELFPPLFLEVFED
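Compounds were added to 0.6 uM TRb ligand-binding domain and 20 nM Texas Red-labeled SRC2 peptide in Tris buffer containing 1 uM T3, incubated 5 hr at ambient temperature, then read by fluorescence polarization.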
CBFb RUNX1 block – inhibitors of human CBF-beta and RUNX1 interaction | Q01196+Q13951 | Potency, µM (doses to about 59.8 µM), inactives show top-dose activity, negative = inhibition, usual class: inhibitors | AID 1477 | AlphaScreen CBFb-His/RUNX1-biotin binding, biochemical | 230,000 tested, under 10 active; note: % of control where 0% means no effect
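Proteins preincubated together for 20 min at RT before compound addition; 15 min later, nickel and streptavidin beads were added and left 90 min prior to AlphaScreen measurement.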
Epigenetic reg – epigenetic control regulation, reporter derepression; actives 0.2% (n = 280,000); Potency, µM (top dose mostly 53.9 µM), for the others: at the highest dose GFP activation, most hits filed as activators; murine LDR cells, GFP reporter derepression, 30 h; note: potency is the fitted concentration of half-maximal effect; % of control where 0% means no effect; nearly all actives have a fitted effect of over 60% in size
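Murine LDR cells bearing a silenced CMV-driven GFP reporter were exposed to compound for 30 h at 37 C. After PBS washes, GFP-positive cells (20-120 um objects) counted by laser-scanning microplate cytometry.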
Tau fluor counter – counter-screen for tau fibril formation inhibitors; tau K18 P301L (four-repeat tau fragment) Alexa594 fluorescence, heparin fibrillization; Potency, µM (highest dose often 57.7 µM), for inactives: at the top dose activity change, negative = decrease; actives 0.93% (n = 280,000); note: potency is the fitted concentration of half-maximal effect; % is set by controls: 0 for no effect and ±100 for the full control effect; nearly all actives have a fitted effect of over 55% in size
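Human K18 P301L tau (15 uM unlabeled plus 0.24 uM Alexa 594-labeled, final) in 100 mM sodium acetate pH 7 was mixed with compound and 20 uM heparin and incubated 6 hr at 37 C.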
TexasRed fluor – Texas Red fluorescence interference in TRb-SRC2 counter-screen. TRb/SRC2 Texas Red total fluorescence interference. Potency, µM (highest dose often 106 µM), without a hit: top-dose fluorescence change, negative = quenching. actives 0.29% (n = 280,000). AID 1479; active = well fitted curve in either direction with a large enough effect; inconclusive = small, poorly fitted or top-dose-only effect; note: potency is the fitted concentration of half-maximal effect; % is set by controls: 0 for no effect and ±100 for the full control effect
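Human TRb ligand-binding domain at 0.6 uM with 20 nM Texas Red SRC2 peptide in Tris buffer containing 1 uM T3 and 5% DMSO, incubated with compound 5 h at ambient temperature. Total fluorescence (555/632 nm) calculated as parallel + 2 × perpendicular.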
GLA spleen mod – alpha-galactosidase A (human) modulation. Potency, µM (top dose mostly 80 µM), inactives show at the top dose activity change, negative = inhibition, usual class: inhibitors. P06280. actives 0.008% (n = 240,000). human spleen homogenate, 4MU-alpha-Gal fluorescence, 40 min;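 note: potency is the fitted concentration of half-maximal effect; 0% = enzyme with vehicle and -100% = no enzyme basal signal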
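qHTS titration in buffer at pH 5.0. Alpha-galactosidase activity in spleen homogenate was measured via 4-methylumbelliferone release from 1 mM fluorogenic substrate after 40 min at 37C and a pH 10 stop. AC50 came from Hill fits of control-normalized data.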
Active calls of the source: *; ? = inconclusive; nt = no result given; & = joins results of further samples; [ ] = remark or other dose. Unless noted, calls come from the whole dose curve; as a rule, active = well fitted curve in the direction sought with a large enough effect; inconclusive = small, poorly fitted or top-dose-only effect, or another doubt; inactive = no such curve, though single readings can be large; an effect the other way counts as inactive or inconclusive.

The line under a structure holds: Tau fibril FP, Tau fluor counter, CBFb RUNX1 block, TexasRed fluor, Epigenetic reg, TRb SRC2 PPI, GLA spleen mod, NPSR antagonist
O=C(CCC(=O)OCCCC(F)(F)C(F)(F)F)Nc1ccc(Cl)cc1Cl
  4%, -16%, -2%, 2%, -3.2%, -9%, 5%, -22%[46.1 µM]
CC1CN(Cc2ccccc2)c2nc3c(c(=O)[nH]c(=O)n3C)n2C1 (stereo not given)
  0%, 3%, 7%, -2%, 7.6%, -9%, 13%, -10%
CCOc1ccc(Nc2cc(=O)n(C)c(=O)n2C)cc1
  3%, -5%, 3%, 1%, -0.9%, -8%, 1%, 6%[46.1 µM]
C=CCN1C(=O)C(O)(CC(=O)c2ccc(OC)cc2OC)c2cc(Br)ccc21 (stereo not given)
  3%, -17%, 10%, -4%, 3.3%, 3%, -8%, -23%[46.1 µM]
CC(C)C1Oc2cc3oc(=O)ccc3cc2C1=O (stereo not given)
  -3%, -3%, 4%, 0%, -4.9%, 1%, 25%, 5%
CN(C)Cc1ccccc1-c1cc(N(C)C)ncn1
  -3%, -11%, nt, -3%, -1.3%, 2%, 1%, nt
CC(C)CCN1CCN(Cc2ccc(Sc3nncn3C)o2)CC1CCO (stereo not given)
  1%, -1%, 2%, -3%, -2.6%, 0%, 0%, 22%
CC1Cc2ccccc2N1S(=O)(=O)c1cccc(C(=O)OCC(=O)NCc2ccco2)c1 (stereo not given)
  2%, ?, -5%, 2%, -1.3%, 2%, 3%, 14%
CCn1nc(C)c(CNC(=O)CCc2nnc(-c3ccc(C(C)=O)s3)o2)c1C
  4%, 3%, 4%, -1%, -5.1%, 4%, 4%, 5%
COc1ccccc1OCCn1c(=O)oc2ccc(C)cc21
  -1%, -6%, 12%, 0%[53 µM], 3.0%, 3%[53 µM], 3%, 2%
Cc1[nH]n(-c2ccccc2)c(=O)c1C(=O)c1ccc([N+](=O)[O-])cc1
  -2%, -23%, 1%, -5%, 0.1%, 6%, -10%, 43%
COc1cc(C/C=C/c2ccccc2)c(OC)cc1O
  ?, -28%, 1%, -1%, 11%, -7%, 0%, nt
CCOc1ccccc1CN1CCN(S(=O)(=O)CC)CC1
  -9%, -12%, 9%, 0%, -0.9%, 3%, 7%, 4%[46.1 µM]
CCc1ccc(CN(C)CC(=O)Nc2ccccc2[N+](=O)[O-])cc1
  6%, -15%, -20%, 0%, -0.9%, 7%, -1%, ?
CSc1cccc(NC(=O)CSc2ccc(C)cc2)c1
  -6%, -16%, 9%, 0%, -5.1%, -16%, 6%, -15%[46.1 µM]
COc1cccc(NC(=S)N2CCCN(Cc3ccc(F)cc3)C2)c1
  -14%, ?, -14%, 3%, -2.2%, 7%, -9%, -26%
CS(=O)(=O)N(CC(=O)Nc1c(F)cccc1F)c1ccc(C23CC4CC(CC(C4)C2)C3)cc1
  -2%, -18%, -4%, -3%, -1.1%, -2%, -10%, ?
Cn1c(CO)cnc1SCc1ccc(Cl)cc1
  -9%, -3%, 3%, 2%, 0.0%, 2%, 9%, -7%[46.1 µM]
CN(CC(=O)Nc1ccc(F)cc1)CC(=O)Nc1ccc(Cl)c(S(=O)(=O)N2CCOCC2)c1
  -19%, ?, 2%, -2%, 13%, -6%, -2%, -18%
CCN1CCN(C(=O)c2cc3cc([N+](=O)[O-])ccc3oc2=O)CC1
  7%, 1%, 8%, -3%, -0.4%, 3%, -2%, 12%
CCN(CC)CCN(Cc1cc2cc3c(cc2[nH]c1=O)OCCO3)C(=S)NCC1CCCO1 (stereo not given)
  -4%, 2%, 2%, 0%, -1.1%, 0%, 11%, -3%
CCCCCCc1cc2cc(C(N)=O)c(=N)oc2cc1O
  5%, -16%, 2%, 1%, -2.2%, -13%, ?, ?
Cc1ccc(NC(=O)COc2ccc(Br)cc2CO)cc1
  0%, -15%, 4%, -3%, 0.0%, -5%, 4%, -22%[46.1 µM]
COc1ccccc1N1CCN(C(=O)Cn2nc3n(C)c4ccccc4n3c(=O)c2=O)CC1
  7%, 5%, 0%, 1%, 1.0%, 1%, -5%, -14%
COc1ccc(C(=O)/C=C/Nc2cccc(C)n2)cc1OC
  -12%, -16%, 12%, 1%, 0.0%, -21%, 1%, -15%[46.1 µM]
Cc1ccc(CN2CCN(Cc3cn(C)nc3-c3ccccc3)CC2CCO)o1 (stereo not given)
  1%, 1%, 6%, -2%, -5.6%, 2%, 2%, 1%
CCOc1ccc(NC(=O)C2CCN(c3nc4ccccc4[nH]3)CC2)cc1
  7%, -10%, nt, 0%, 1.4%, 1%, nt, nt
Cc1ccc(NC(=O)CNC2CCS(=O)(=O)C2)cc1C (stereo not given)
  -6%, 1%, 17%, -2%, -3.3%, -11%, -5%, 9%
Cc1cc(C)c2c(n1)sc1c(N3CCN(C)CC3)ncnc12
  8%, 1%, -4%, -1%, 0.0%, 4%, 0%, 3%
N#C/C(=C\c1ccc[nH]1)C(=O)c1ccccc1
  4%, -16%, -3%, -1%, 1.1%, 3%, 1%, -14%
CCN(c1ccccc1)c1cc(C)nc2nc(C)nn12
  -5%, 6%, -7%, -5%, 0.0%, -5%, 7%, -1%[46.1 µM]
COc1cc(-c2noc(-c3ccc(N4CCCCC4)c([N+](=O)[O-])c3)n2)cc(OC)c1OC
  3%, -18%, nt, 0%, -2.7%, 4%, nt, nt
Cn1c(=O)c2c(nc(SCC(=O)NCc3ccco3)n2C)n(C)c1=O
  1%, 3%, 8%, -4%, 0.0%, -3%, -10%, -8%[46.1 µM]
CC(C)OC(=O)CC(=O)CSc1nc2c(cc1C#N)CCCC2
  8%, -18%, 13%, -2%, -0.7%, 1%, -3%, -28%[46.1 µM]
COc1ccc(-c2csc(-c3cc4ccccc4oc3=N)n2)cc1
  -12%, -24%, ?, 3%, 0.0%, 9%, 12%, -28%
CCOc1ccc(-n2c(COc3ccc(C)cc3)nnc2SCC(N)=O)cc1
  -7%, 1%, -5%, -3%, -0.5%, 7%, -5%, -24%[46.1 µM]
CC(O)(c1ccc(Cl)cc1)c1ccc(Cl)cc1
  nt, nt, ?, 3%, nt, -4%, 17%, nt
Cc1ccc(C(=O)NCC(c2ccc3c(c2)OCO3)N2CCOCC2)cc1 (stereo not given)
  2%, 7%, nt, -5%, 0.0%, 4%, nt, nt
CCOc1ccc(C(NC(C)=O)c2ccc(OC)c(OC)c2)cc1 (stereo not given)
  -4%, -13%, 4%, -6%, 8.5%, 0%, 1%, 8%
CCN(CC)C(=O)C1CCCN(C(=O)Nc2ccccc2)C1 (stereo not given)
  3%, 1%, -1%, -6%, 0.7%, -4%, 10%, 4%[46.1 µM]

Reprinted from the part before: 3 entries, followed by the next part.
The line under a structure holds: Tau fibril FP, Tau fluor counter, CBFb RUNX1 block, TexasRed fluor, Epigenetic reg, TRb SRC2 PPI, GLA spleen mod, NPSR antagonist
Cc1ccc(C(=O)NCC(c2ccc3c(c2)OCO3)N2CCOCC2)cc1 (stereo not given)
  2%, 7%, nt, -5%, 0.0%, 4%, nt, nt
CCOc1ccc(C(NC(C)=O)c2ccc(OC)c(OC)c2)cc1 (stereo not given)
  -4%, -13%, 4%, -6%, 8.5%, 0%, 1%, 8%
CCN(CC)C(=O)C1CCCN(C(=O)Nc2ccccc2)C1 (stereo not given)
  3%, 1%, -1%, -6%, 0.7%, -4%, 10%, 4%[46.1 µM]
Cc1cccc(C)c1OCCOCCN1CCN(C)CC1
  6%, -20%, -1%, 0%, 1.8%, -23%, 3%, 2%[46.1 µM]
C/C(=N\NC(=O)Cc1c(C)[nH][nH]c1=O)c1ccc2ccccc2c1
  1%, -4%, 3%, -11%, -1.1%, 2%, -10%, 4%
O=C(NCc1ccco1)c1ccc(C(F)(F)F)cc1
  -5%, 0%, -2%, -1%, -1.4%, 2%, 2%, -1%
CC1CCN(C(=O)CSc2ccc(-c3ccccc3)nn2)CC1
  4%, -10%, -3%, -1%, -1.3%, -4%, 11%, 3%
CCN(CC)c1ncnc2c1sc1nc(C)cc(C)c12
  10%, 2%, 5%, -3%, -3.3%, -11%, 3%, -13%[46.1 µM]
C/C(CCN1CCCCc2nc(C)c(C)cc21)=N\OC[C@@H](O)[C@H]1O[C@@H]2OC(C)(C)O[C@@H]2[C@H]1O
  -2%, -4%, 1%[2.36 µM], -3%, 1.1%, 1%, -2%, 13%
Cc1ccc(Cl)cc1-n1nnc(-c2nc(-c3ccc4c(c3)OCO4)no2)c1C
  ?, -29%, nt, 0%, 0.7%, -4%, nt, nt
C=CCN1C(c2cccc(C(F)(F)F)c2)=CS/C1=C(/C#N)c1nnc(N2CCOCC2)n1-c1ccccc1
  2%, -15%, -1%, 1%, 0.1%, 0%, 3%, -39%
CCOc1ccc(N(CC(=O)NCc2ccccc2)S(C)(=O)=O)cc1
  -6%, -3%, 0%, 3%, -0.7%, 5%, 5%, -3%[46.1 µM]
Cc1cccc(OCC(O)Cn2c(=N)n(CCN3CCCCC3)c3ccccc32)c1 (stereo not given)
  ?, -3%&-12%, -1%, 1%&4%, -1.0%&0.0%, 2%&-2%, -2%, 20%[46.1 µM]
CCOC(=O)CC(=O)CSc1nc2c(sc(=S)n2-c2ccccc2)c(=O)[nH]1
  -4%, -8%, -5%, -2%, 0.0%, 3%, 5%, -19%[46.1 µM]
O=S(=O)(NCC(c1ccco1)N1CCN(c2ccc(F)cc2)CC1)c1ccc2c(c1)OCCO2 (stereo not given)
  -2%, ?, -27%, 0%, -3.0%, 5%, -1%, -14%
CCCc1nc(N)c(C#N)c(-c2cccnc2)c1CC
  1%, -3%, 0%, -2%, -1.0%, -5%, 1%, 0%[46.1 µM]
Cc1nnc(SCC(=O)Nc2ccc(Oc3ccccc3)cc2)n1N
  5%, 3%, -3%, -1%, 0.0%, -1%, ?, -11%[46.1 µM]
O=C(Nc1ccc(F)cc1)Nc1nnc(-c2ccncc2)s1
  ?, ?, -2%, -2%, -0.9%, 1%, 5%, -20%[46.1 µM]
Cc1ccc(S(=O)(=O)C(C#N)c2nc3ccccc3nc2OCCO)cc1 (stereo not given)
  7%, -10%, 1%, -4%, 3.2%, -1%, -4%, -20%
COc1ccc2nc(N3CCCC3)[nH]c2c1
  0%, 4%, 1%, -1%, 0.7%, 3%, -18%, ?

Only part of the results is shown (hit frequency here may not be typical).
